From PubChem BioAssay
Yfh1-depleted yeast – enhancers of respiration in Yfh1-depleted yeast, dose response, Friedreich's ataxia, plus single-dose screen (AID 1465). S. cerevisiae Yfh1-off respiration, WST-1 reduction, 72 h; higher fold induction means a stronger effect. 220,000 tested, 0.074% active. fold induction at 50 µM, or EC50 in µM where a hit was titrated;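 active = fold induction of absorbance versus untreated yeast above a set limit, then at least 30% activation at any dose in follow-up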;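 note: activators that raise dye reduction in frataxin-depleted yeast; strong numbers were not always called active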
MT stabilize HCS – microtubule stabilizers in HeLa cells, primary screen, imaging, high-content imaging; % tubulin-high responders, % at 10 µM; HeLa tubulin immunostaining HCS, 24 h; share of cells brighter than vehicle mean+2SD; 200,000 tested, 0.83% active;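 active = plate Z-score above 3 for both tubulin-high and condensed-nucleus cell shares, with cell loss under 80%, at 10 µM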;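 note: anti alpha tubulin signal scored within the nucleus-defined area of each cell; some results filed as inactive read as strong as hits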
b-catenin transl – modulators of beta-catenin nuclear translocation, primary screen, imaging, HeLa cells, immunofluorescence, high-content; nuclear translocation activity, % at 5 µM; 190,000 tested, 0.3% active; AID 1665, 2009;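 active = nuclear translocation activity above 50% at 5 µM, with a well cell count of 50 or more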;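 note: per-cell ratio of nuclear to cytoplasmic median beta-catenin stain intensity; plate controls were DMSO negative control for no effect and GSK-3 inhibitor IX positive control for full effect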
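System: HeLa cells, endogenous beta-catenin; compound dosing: 5 µM primary single dose, 0.1% DMSO, 0.02–20 µM confirmation series; incubation: 24 h compound exposure at 37°C, 5% CO2; signal: beta-catenin immunofluorescence imaging with DAPI; evaluation: % activation, nuclear-to-cytoplasmic median beta-catenin signal ratio per cell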
Ins promoter up – insulin promoter activators in MIN6 cells, imaging, high-content screening, mouse beta cells | z-score at 5 µM | AID 1625, 2009 | 190,000 tested, 0.3% active | MIN6 insulin promoter-GFP reporter; active compounds read high;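 active = z-score above 3 at 5 µM with at least 500 cells counted in the well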
Dynein transport – inhibitors of GR-EGFP nuclear translocation, primary screen, dynein cargo transport inhibitor project, imaging, high-content, 3617.4 mouse cells | test concentration mostly 20 µM; stimulated with dexamethasone, 1 µM; active compounds read low | z-score, hits read low | 220,000 tested, 0.47% active;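 active = plate z-score of nuclear minus cytoplasmic receptor signal below a set negative limit, without overly bright fluorescence or cell loss, cut at about -3.5 in these data, passing the limit was not always enough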;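 note: z-score of nuclear minus cytoplasmic ring GR-EGFP intensity difference per well; some compounds called inactive have numbers as strong as hits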
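medium = tetracycline-free induction medium containing charcoal-stripped FBS | also added = 1.0 µM final dexamethasone stimulus | schedule = 48 h induction, 1 h compound, 30 min dex at 37 °C | technique = fixed, Hoechst-stained cells imaged at 10x for EGFP | measure = GR-EGFP nuclear translocation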
WT yeast gro inh – growth inhibition of WT strain, primary screen, mitochondrial fusion inhibitor project, WT and mutant strains, chemical genetic; mitochondrial fusion phenotypic screen; inhibition, % at 10 µM; 190,000 tested, 2.1% active; in the data active = inhibition above about 58%; tested in S. cerevisiae
Autophagy HCS – autophagy modulators in MEF cells, primary screen, imaging, high-content, MEF GFP-LC3; MEF GFP-LC3 puncta imaging; test concentration mostly 10 µM; calls only at 10 µM (by protocol); 190,000 tested, 0.98% active;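 active = percentage of spot-positive cells more than 3 SD above its plate mean, without a fluorescence outlier flag or 80% toxicity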;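 note: spot-positive cell cutoff set from DMSO-treated cells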
human PMI inhibitors – human PMI inhibitors, high substrate, primary screen, biochemical, fluorescence intensity, high mannose 6-phosphate (AID 1220); inhibition, % at 20 µM; hits with a dose series show IC50 in µM; Mannose-6-phosphate isomerase (Homo sapiens); 190,000 tested, 0.66% active; recombinant PMI enzyme, coupled fluorescence intensity; higher % means a stronger effect
PMI inhibitors – inhibitors of human PMI, primary screen, biochemical, fluorescence intensity, coupled assay (AID 1209); Mannose-6-phosphate isomerase (Homo sapiens); purified PMI enzyme, coupled fluorescence intensity; higher % means a stronger effect; one-dose inhibition, % at 20 µM; IC50 in µM for titrated hits; 190,000 tested, 0.42% active;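 note: plate controls were DMSO vehicle for no effect and wells lacking substrate for full effect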
WT yeast gro inh mutant strain – recorded beside WT yeast gro inh, whose call it bears; inhibition, %; mitochondrial fusion phenotypic screen, mutant strain inhibition
Dynein transport cytoplasmic EGFP – further read-out of Dynein transport, marked with its call; z-score; measured here: cytoplasmic GR-EGFP intensity; active compounds read high
Dynein transport nuclear GR-EGFP – further read-out of Dynein transport, marked with its call; z-score; measured here: nuclear GR-EGFP intensity;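 lower value marks the stronger effect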
Dynein transport cell count – second read-out of Dynein transport, no call of its own (marks repeat the call); z-score; measured here: cell count per field
Ins promoter up cell count – further read-out of Ins promoter up, marked with its call; cell count; measured here: cytotoxicity, nuclei count;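 total cells summed across four imaged fields per well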
b-catenin transl cell count 5 µM – also measured in b-catenin transl; calls as there; cell count; measured here: cell count, cytotoxicity flag
MT stabilize HCS Hoechst-high % – recorded beside MT stabilize HCS, whose call it bears; % Hoechst-high responders; measured here: nuclear condensation Hoechst responders;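 share of cells brighter than vehicle mean plus two SD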
MT stabilize HCS cytotoxicity % – recorded beside MT stabilize HCS, whose call it bears; toxicity, %; measured here: cytotoxicity by cell density;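 0% = mean cell density of plate MIN control wells and 100% = no cells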
Autophagy HCS cell loss 18 h – recorded beside Autophagy HCS, whose call it bears; toxicity, %; measured here: cell loss, nuclei count;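 cell loss after 18 h compound exposure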
An asterisk follows results filed as active; i = inactive; / = not tested or not shown. Cut-off read from the data, not from the text of the source, unless noted: active = inhibition above about 50%; inactive = the rest.

SMILES | Yfh1-depleted yeast | MT stabilize HCS | MT stabilize HCS Hoechst-high % | MT stabilize HCS cytotoxicity % | b-catenin transl | b-catenin transl cell count 5 µM | Ins promoter up | Ins promoter up cell count | Dynein transport | Dynein transport cytoplasmic EGFP | Dynein transport nuclear GR-EGFP | Dynein transport cell count | WT yeast gro inh | WT yeast gro inh mutant strain | Autophagy HCS | Autophagy HCS cell loss 18 h | human PMI inhibitors | PMI inhibitors
O=C(CCC1N=C2c3ccccc3N=C(SCC(=O)NCc3ccco3)N2C1=O)NCc1ccco1 (stereo unspecified) | i | 1.9 | 2.0 | 3.1 | 0.3 | 1094 | / | / | -0.62 | -0.29 | -0.39 | 0.83 | 6 | 6 | i | 16 | 11% | -1%
C=CCc1cccc(CNc2c(C)cc(C)cc2C)c1O | i | 3.1 | 3.4 | 4.5 | -2.5 | 1011 | 0.34 | 1593 | -0.11 | -0.31 | 0.57 | 0.45 | 14 | 11 | i | 6 | 4% | -14%
O=C(N/N=C/c1ccc(-c2ccc(Br)cc2)o1)c1ccc2c(c1)OCO2 | i | 3.4 | 3.5 | 8.7 | -1.8 | 1164 | 1.5 | 1663 | -1.7 | 0.031 | -0.8 | -0.14 | 8 | 3 | i | -7 | 10% | 7%
COc1ccc(N2CCN(c3ncnc4c3[nH]c3ccccc34)CC2)cc1 | i | 1.6 | 1.7 | 11 | 0.7 | 1279 | 0.73 | 1130 | -0.24 | 0.36 | -0.25 | 0.57 | 0 | 12 | i | 3 | 5% | 17%
Cc1n[nH]c(C)c1Sc1ccccc1N=Cc1cc(Cl)cc([N+](=O)[O-])c1O | i | 4.3 | 3.3 | 6.6 | / | / | -1.6 | 959 | 0.092 | -0.11 | 0.11 | 0.5 | -9 | 0 | i | 5 | 1% | 8%
O=C(Cc1cccs1)N(Cc1cccs1)C1(C(=O)NC2CCCC2)CCCCC1 | i | 2.1 | 1.7 | 7.9 | 0.9 | 961 | / | / | -1.1 | -0.16 | -0.29 | 1.3 | 9 | 6 | i | -1 | 2% | 7%
CCc1noc(C)c1C(=O)Nc1nc(-c2ccc(Cl)cc2Cl)cs1 | i | 2.0 | 1.6 | 5.3 | -0.8 | 1124 | 0.17 | 1337 | 0.13 | -0.24 | 0.54 | -0.26 | 54 | 21 | i | 0 | 8% | 23%
O=C(O)c1cc2c(o1)CCC/C2=N\O | i | 1.5 | 1.2 | 2.1 | -1.0 | 1405 | 0.64 | 1581 | 0.95 | -0.15 | 0.082 | -1.4 | 6 | 9 | i | -3 | 6% | 2%
COC(=O)CN(C#N)c1nc(N(C)C)nc(N(C)C)n1 | i | 2.6 | 0.9 | 1.6 | / | / | 1.1 | 1274 | 0.64 | -0.23 | 0.6 | -0.83 | 2 | -18 | i | 6 | -9% | -14%
COc1cc2c(cc1NC(=O)Cc1ccc(C)cc1)oc1ccccc12 | i | 1.6 | 2.2 | 9.1 | 1.4 | 913 | / | / | -0.66 | -0.27 | 0.46 | 0.38 | 4 | -18 | i | 27 | 15% | 28%
Cc1cc(Br)ccc1OCC(=O)N(Cc1nc(-c2ccccc2)no1)C(C)C | i | 3.0 | 2.3 | 13 | -0.3 | 1078 | -0.11 | 1816 | -0.12 | -0.22 | 0.025 | -0.17 | 49 | 22 | i | -2 | 18% | 17%
CCOC(=O)c1ccc(Nc2cc(C)nc3nc(C)nn23)cc1 | / | 5.4 | 1.6 | 7.8 | 1.0 | 592 | -0.04 | 1250 | -0.76 | -0.28 | 0.17 | 0.7 | 0 | 0 | i | -54 | 1% | -9%
COc1cc(/C=C/C(=O)Nc2nc3ccc(S(=O)(=O)N(C)C)cc3s2)cc(OC)c1OC | i | 2.1 | 3.3 | 3.9 | -1.4 | 962 | -0.41 | 2281 | -0.61 | -0.19 | 0.022 | -0.1 | -8 | -6 | i | 4 | -2% | 4%
O=C(Nc1ccncc1)c1cccc2ccccc12 | i | / | / | / | 1.4 | 1310 | -0.22 | 1395 | 0.66 | -0.19 | 0.51 | -0.94 | / | / | / | / | / | /
Cc1ccc(/C=[N+](/C)[O-])cc1 | i | 2.4 | 2.4 | 9.9 | 2.5 | 1004 | -0.34 | 1165 | 1.8 | -0.26 | 1.1 | -0.94 | -5 | 3 | i | 4 | -16% | -36%
CCOc1ccc(NC(=O)C(C)SC(N)=O)cc1 (stereo unspecified) | i | 4.6 | 2.6 | 14 | -4.0 | 1014 | 0.2 | 1271 | 0.36 | -0.25 | 0.35 | -0.43 | -1 | 1 | i | -3 | 5% | 4%
O=C(O)C1CCCCC1C(=O)Nc1cccc(Cl)c1Cl (stereo unspecified) | i | 2.6 | 1.2 | 3.7 | / | / | / | / | 0.42 | -0.23 | 0.068 | -0.45 | -3 | -10 | i | -34 | -11% | -9%
Cc1ccc(S(=O)(=O)N2CCC(C(=O)NCCN3CCCCCC3)CC2)cc1 | i | 2.6 | 2.0 | 3.2 | -1.6 | 1054 | 0.36 | 1586 | -0.86 | -0.24 | -1.1 | 0.17 | 15 | 16 | i | 5 | 1% | 4%
O=C(NCC1CCCO1)C1CCN(C(=O)c2ccc(Br)cc2)CC1 (stereo unspecified) | i | 2.8 | 1.5 | 3.4 | -1.7 | 1140 | 0.28 | 2132 | -0.39 | 0.014 | 0.15 | 0.5 | 8 | 3 | i | 1 | 8% | 4%
Cc1cc(N2CCN(S(=O)(=O)c3ccc(Br)cc3)CC2)n2ncnc2n1 | i | 1.3 | 3.0 | 0.3 | 1.2 | 1563 | -0.01 | 1518 | 1.1 | 0.48 | 0.78 | -1.7 | -3 | -2 | i | -21 | / | /
Cc1ccc(NC(=O)Nc2sc(=S)n(C)c2C)cc1 | / | 0.6 | 0.9 | 12 | -2.1 | 1207 | -0.04 | 979 | -0.22 | -0.16 | -0.12 | 0.36 | 1 | 4 | i | -8 | -2% | 1%
OCCNC(=S)Nc1ccc2nsnc2c1 | i | 3.4 | 2.5 | 2.1 | -1.5 | 1185 | -1.1 | 1295 | 0.76 | -0.22 | 0.32 | -0.18 | -7 | 6 | i | -6 | 20% | 16%
O=C(O)c1ccc(-c2nc(-c3ccccc3)cs2)cc1 | i | 2.2 | 2.2 | 3.1 | 1.5 | 1103 | 0.1 | 1255 | 0.19 | -0.13 | 0.043 | -0.083 | -17 | -17 | i | -8 | -9% | -11%
O=C(CSc1nc2ncc(Br)cc2[nH]1)Nc1ccc2c(c1)OCO2 | i | 6.4 | 4.2 | 4.5 | 3.1 | 1093 | 0.35 | 1137 | 0.16 | 0.0018 | -0.074 | -0.072 | -5 | 2 | i | 2 | 10% | 0%
Cc1nc(SCC(=O)NCc2ccccc2)c2oc3ccccc3c2n1 | i | 2.7 | 1.2 | 8.0 | -1.3 | 1184 | -1.2 | 902 | -0.58 | 0.14 | -0.062 | 0.52 | 10 | -16 | i | -9 | 5% | -5%

The list continues.
SMILES | Yfh1-depleted yeast | MT stabilize HCS | MT stabilize HCS Hoechst-high % | MT stabilize HCS cytotoxicity % | b-catenin transl | b-catenin transl cell count 5 µM | Ins promoter up | Ins promoter up cell count | Dynein transport | Dynein transport cytoplasmic EGFP | Dynein transport nuclear GR-EGFP | Dynein transport cell count | WT yeast gro inh | WT yeast gro inh mutant strain | Autophagy HCS | Autophagy HCS cell loss 18 h | human PMI inhibitors | PMI inhibitors
O=C(CSc1nc(-c2ccccc2)c(-c2ccccc2)[nH]1)NCCN1C(=O)CSC1=O | i | 19* | 34* | 65* | 7.3 | 1368 | -0.3 | 1419 | -1.4 | -0.25 | -0.47 | -0.22 | -1 | 2 | i | 20 | 8% | 16%
O=C(N/N=C/c1cccc2cccnc12)[C@H]1C[C@@H]1c1ccccc1 | i | / | / | / | 2.9 | 1295 | -0.34 | 1020 | 1.1 | 0.015 | 0.84 | -2 | / | / | / | / | / | /
Cc1nccn1CC(=O)N/N=C/c1cc(Br)cs1 | i | / | / | / | 0.2 | 1333 | -0.48 | 940 | -0.18 | -0.26 | 0.49 | 0.084 | / | / | / | / | / | /
COc1ccc(CC(CC(=O)O)C(=O)NCc2ccccc2)cc1 (stereo unspecified) | i | 2.6 | 1.5 | 9.5 | 0.3 | 1522 | 0.12 | 1442 | 0.2 | -0.06 | 0.37 | -1.4 | -10 | -18 | i | 21 | / | /
Cc1ccc(OCC(=O)NC2CCCc3ccccc32)c(C)c1 (stereo unspecified) | i | 1.9 | 2.1 | 11 | -0.3 | 1074 | -0.74 | 1460 | 2.5 | 0.045 | 1.5 | -1.6 | 13 | 0 | i | 1 | 5% | 7%
CCSc1ccc(NC(=O)c2cccnc2)cc1 | i | 2.0 | 1.4 | 0.7 | -0.4 | 1377 | -0.46 | 1595 | 0.15 | -0.15 | -0.55 | 0.45 | -15 | -8 | i | 0 | 0% | -3%
CSc1nc(-c2ccccc2)nc(N2CCN(C)CC2)c1C(C)=O | i | 1.8 | 2.0 | 12 | -2.8 | 875 | -0.3 | 1021 | -0.27 | -0.23 | 0.02 | 0.58 | 43 | 35 | i | 12 | 9% | -8%
